# NOD2-RIPK2 inh: blocks binding of human NOD2 to RIPK2; O43353; CHO BLA complementation NOD2-RIPK2, CCF4 ratio; actives 0.38% (n = 360,000); AID 624267; inhibition, % at 4.98 µM; in the data active = inhibition above about 21%;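 note: 0% = vehicle only and 100% = reference blocker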
# HTR2A ag: activates the mouse 5-HT2A serotonin receptor; CHO-K1 mHTR2A beta-arrestin complementation, luminescence; percent of 30 µM serotonin response; activation, % at 7.6 µM; actives 0.66% (n = 360,000); AID 624169;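 active = activation above a run cutoff, the mean activation of all tested compounds plus 3 SD, cut at about 14% in these data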;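 note: 0% = plate median of compound wells and 100% = 30 µM serotonin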
# ABCB6 inh 2: inhibitors of human ABC transporter ABCB6; K562-ABCB6 porphyrin accumulation, flow cytometry, 1 h; active compounds read low; AID 602162; actives 0.19% (n = 360,000); Q9NP58; fluorescence ratio to DMSO, % at 10 µM;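 active = fluorescence ratio to DMSO below 75%, the collection mean minus 3 SD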;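 note: signal is porphyrin accumulated inside mitochondria; 100% equals median channel fluorescence of DMSO control wells; lower ratio means ABCB6 inhibition with less porphyrin fluorescence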
# Target sequence (Q9NP58 whole entry, looked up): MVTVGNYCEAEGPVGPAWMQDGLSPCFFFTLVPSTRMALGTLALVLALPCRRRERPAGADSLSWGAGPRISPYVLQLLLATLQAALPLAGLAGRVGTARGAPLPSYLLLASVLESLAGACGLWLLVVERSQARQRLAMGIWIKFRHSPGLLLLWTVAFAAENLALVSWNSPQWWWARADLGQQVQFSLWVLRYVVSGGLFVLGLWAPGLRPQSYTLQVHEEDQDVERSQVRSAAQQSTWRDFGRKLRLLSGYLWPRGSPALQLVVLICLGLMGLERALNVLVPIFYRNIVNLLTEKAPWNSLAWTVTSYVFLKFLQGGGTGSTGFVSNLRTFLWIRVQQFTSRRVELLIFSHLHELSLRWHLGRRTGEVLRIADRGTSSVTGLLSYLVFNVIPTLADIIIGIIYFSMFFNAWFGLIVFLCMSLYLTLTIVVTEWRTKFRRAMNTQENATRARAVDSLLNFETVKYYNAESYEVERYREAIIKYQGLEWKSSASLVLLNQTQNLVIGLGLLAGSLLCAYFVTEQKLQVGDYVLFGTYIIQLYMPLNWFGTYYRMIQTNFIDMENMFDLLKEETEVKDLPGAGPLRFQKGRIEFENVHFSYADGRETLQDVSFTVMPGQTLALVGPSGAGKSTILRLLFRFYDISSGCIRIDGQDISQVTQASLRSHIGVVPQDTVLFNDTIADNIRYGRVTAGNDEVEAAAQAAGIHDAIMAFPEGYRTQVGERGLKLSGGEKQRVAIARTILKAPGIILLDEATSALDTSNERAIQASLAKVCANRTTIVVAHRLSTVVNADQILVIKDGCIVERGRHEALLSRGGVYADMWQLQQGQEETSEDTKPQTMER
# MC4R barr agon: human MC4R agonism via beta-arrestin | actives 0.98% (n = 360,000) | activation, % at 8.9 µM | U2OS MC4R beta-arrestin complementation, luminescence; percent of melanotan II response, DMSO zero | AID 540308;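 active = activation above a per-plate cutoff, the mean activation of sample wells on that plate plus 3 SD, cut at about 8% in these data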
# MC4R antagonist: antagonists of human melanocortin 4 receptor (MC4R). P32245. MC4R-expressing cells, MTII-stimulated cAMP, LANCE TR-FRET. inhibition, % at 6.5 µM. actives 0.48% (n = 360,000);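 active = inhibition above its plate's cutoff, the mean of tested wells on that plate plus 3 SD, cut at about 29% in these data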;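 note: 0% = Melanotan II alone and 100% = Melanotan II plus saturating MCL0020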
#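 System – human MC4R-expressing U2OS cells · Also added – Melanotan II · Dosing – one concentration, 6.5 µM nominal · Timing – 30-min compound, 1-h challenge, 1-h detection, room temperature · Measured by – Eu-cAMP/anti-cAMP TR-FRET, emission 671 nm · Replicates – singlicate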
# NCOA2 inhibitor: inhibits human steroid receptor coactivator 2. actives 0.17% (n = 370,000). HEK293 GAL4-SRC2 luciferase reporter, luminescence. inhibition, % at 9 µM;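 active = inhibition above the mean inhibition of all tested compounds plus 3 SD, set per campaign, cut at about 52% in these data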;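 note: 0% = DMSO treated cells and 100% = cells given Gossypol at 36 µM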
# TLR9-MyD88 block: TLR9-MyD88 interaction inhibition | Q9NR96+Q99836 | inhibition, % at 4.98 µM | AID 504734 | actives 0.21% (n = 340,000) | CHO BLA complementation TLR9-MyD88, CCF4 FRET ratio;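 active = inhibition above the mean over all tested compounds plus 3 SD, cut at about 21% in these data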;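 note: 0% = DMSO only wells and 100% = clavulanate BLA inhibitor control wells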
# ABHD5-PLIN5 inh: inhibitors of human ABHD5-perilipin-5 interaction. inhibition, % at 4 µM. Q00G26+Q8WTS1. Split G. princeps luciferase complementation, luminescence, 4 h. actives 0.78% (n = 360,000);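 active = inhibition above the mean inhibition across every tested compound plus 3 SD, cut at about 22% in these data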;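 note: 0% = DMSO only wells and the 100% control is not disclosed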
# Cardio protect: modulators protecting cardiomyocytes from myocardial damage; H9c2 cardiomyocytes, H2O2 injury protection, ATPLite, 2 h; protection from H2O2 cell death, % at 20 µM; actives 0.63% (n = 360,000); AID 588492;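 active = compounds giving at least 50% protection of heart cells from peroxide-induced death in the single-dose screen, raw or plate-pattern-corrected value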;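 note: 0% = DMSO wells with peroxide and 100% = DMSO wells without peroxide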
# Glyco luc inh: N-linked glycosylation inhibition; actives 0.23% (n = 360,000); reporter increase, % at 12.5 µM; D54 ERlucT glycosylation luciferase reporter, 24 h; percent of 100 nM tunicamycin response;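 active = mean luciferase reporter signal, scaled so untreated is 0 and the glycosylation-blocking control 100, at or above a set limit in every replicate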;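 note: luciferase carries N-glycosylation sites so blocking glycosylation raises the light; 0% = median of neutral control wells and 100% = median of 100 nM tunicamycin wells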
# Numbers without * were called inactive; . = not tested or not shown.
SMILES,NOD2-RIPK2 inh,HTR2A ag,ABCB6 inh 2,MC4R barr agon,MC4R antagonist,NCOA2 inhibitor,TLR9-MyD88 block,ABHD5-PLIN5 inh,Cardio protect,Glyco luc inh
CCCN(CCC)C(=O)Cn1c(=O)n(CCCCC(=O)NC2CCCC2)c(=O)c2ccccc21,9,0,93,0.3,-1,9,-3,0,8,3
CCN(CC)C(=O)Sc1cccc2cccnc12,-11,4,93,0.1,-3,-36,-5,8,1,2
CN(Cc1ccc(OC(F)F)cc1)C(=O)c1cccc(S(=O)(=O)N2CCN(c3ccccc3)CC2)c1,5,4,90,-1.4,2,24,-10,7,-25,-7
COc1ccc(CN2CCNC(=O)C2CC(=O)NCCc2c[nH]c3ccccc23)c(OC)c1 (configuration not stated),4,3,101,-1.0,15,-32,4,-1,2,0
COc1cccc(NC(=O)CSCc2n[nH]c(=O)[nH]2)c1,1,-4,103,-0.7,5,-20,3,0,-2,-2
COc1cc(/C=N/NC(=S)Nc2cccnc2)cc(OC)c1OC,-2,2,103,-0.9,-1,-22,2,-2,1,0
Cc1ccccc1-c1nnn(CC(=O)Nc2ccc3c(c2)OCCO3)n1,1,-2,98,-1.9,3,10,-3,-5,-9,1
CC(C)Cc1nc(Nc2ccccc2C#N)c2nnn(Cc3ccccc3)c2n1,7,-7,101,3.9,3,-1,5,4,-4,-5
COCC(C)NC(=O)NC1(C(F)(F)F)Oc2ccc(Cl)cc2O1 (configuration not stated),2,-2,95,-2.0,9,-6,-7,-2,6,-8
COc1ccc(C(=O)NNC(=O)CCCCC(=O)NNC(=O)c2ccc(OC)cc2)cc1,-9,11,105,-0.3,-2,-34,0,3,-1,-2
COCCCN(C(=O)CSCC(=O)Nc1cccc(C)c1)c1c(N)n(Cc2ccccc2)c(=O)[nH]c1=O,-13,-2,100,-1.1,1,-26,6,-1,3,1
CCn1c2ccccc2c2cc(NC(=O)COc3ccccc3)ccc21,1,-2,99,26*,-7,-2,7,7,-9,2
Cc1noc(C)c1COc1ccc(C(=O)Nc2ccccc2)cc1,1,0,95,-3.9,-7,-52,0,3,-5,2
CN(C)C(=O)COC(=O)c1cccc(S(=O)(=O)Nc2ccc(OCc3ccccc3)cc2)c1,8,-6,88,-1.6,13,-14,-4,0,0,2
COC(=O)c1ccc(OC)c(Cn2c(=O)n(C)c(=O)c3ccccc32)c1,1,11,100,-0.9,-6,-1,-8,1,6,1

# A second format for part of the listing above.
mol	NOD2-RIPK2 inh	HTR2A ag	ABCB6 inh 2	MC4R barr agon	MC4R antagonist	NCOA2 inhibitor	TLR9-MyD88 block	ABHD5-PLIN5 inh	Cardio protect	Glyco luc inh
CCn1c2ccccc2c2cc(NC(=O)COc3ccccc3)ccc21	1	-2	99	26*	-7	-2	7	7	-9	2
Cc1noc(C)c1COc1ccc(C(=O)Nc2ccccc2)cc1	1	0	95	-3.9	-7	-52	0	3	-5	2

# The listing continues.
SMILES,NOD2-RIPK2 inh,HTR2A ag,ABCB6 inh 2,MC4R barr agon,MC4R antagonist,NCOA2 inhibitor,TLR9-MyD88 block,ABHD5-PLIN5 inh,Cardio protect,Glyco luc inh
O=C(CCn1c(=O)[nH]c2ccsc2c1=O)N1CCc2ccccc2C1,4,8,100,-0.8,5,19,-4,3,18,5
COc1cccc(NC(=O)CCC2CCN(C(=O)Cc3cccc(F)c3)CC2)c1,5,-9,97,-1.3,-1,-10,-15,0,4,-1
COc1ccc(/C=C2\Oc3cc(OCC(=O)N4CCC[C@H]4C(=O)O)ccc3C2=O)c(OC)c1,6,1,96,-1.0,-4,.,7,9,-2,2
COC(=O)C(c1ccccc1)N(Cc1cccc(CN(C(C(=O)OC)c2ccccc2)S(C)(=O)=O)c1)S(C)(=O)=O (configuration not stated),-5,7,98,1.1,14,22,-1,4,2,-1
CCCN(Cc1cc2cc(C)ccc2[nH]c1=O)C(=O)c1cccc(OC)c1,-8,2,99,0.8,2,-39,-3,7,-18,2
Cc1cc(F)ccc1NC(=O)CCCN(C)S(=O)(=O)c1ccc(F)cc1,-9,-2,104,-0.8,21,-24,7,7,-2,-3
O=S1(=O)CC(N2CCCCC2)C1CN1CCCCC1 (configuration not stated),-1,4,94,1.3,4,0,4,5,-1,0
CCN(CC)C(=O)CN1CCC(c2nc3cc(C)c(C)cc3[nH]2)CC1,7,2,97,2.8,4,3,2,-3,3,1
Cc1c(Cl)cccc1NC(=O)NN1CCN(C)CC1,-4,9,95,3.3,8,-14,3,8,-2,1
CCOCCCNC(=O)C1(O)c2cc(Br)ccc2NC(=O)N1c1ccc(CC)cc1 (configuration not stated),-5,18*,94,0.7,15,9,-2,-7,14,3
Cc1ccc(S(=O)(=O)N2CCN(C(=O)C(F)(F)F)C2c2ccc(N(C)C)cc2)cc1 (configuration not stated),-6,-2,94,0.2,7,-33,1,3,-1,1
Cc1ccc(NC(=O)CN2C(=O)S/C(=C\c3ccccn3)C2=O)cc1,-5,-4,102,-2.5,8,-15,2,4,4,0
O=C1N=C(N2CCCCC2)S/C1=C\c1ccccc1F,3,0,100,-0.8,-5,-66,3,16,-6,2
CC(C)[C@H](NC(N)=O)C(=O)Nc1cccc(S(=O)(=O)NC2=NCCCCC2)c1,-11,0,105,-1.2,2,-3,-6,8,4,2
O=c1c2c(-c3cccs3)csc2ncn1-n1cccc1,0,3,100,-2.1,5,11,-15,3,5,2
Cc1cc(C)c2c(=O)[nH]n(C3CCCCCC3)c2n1,-3,-3,99,-3.9,4,10,-13,2,4,3
Cc1cc(C)c(S(=O)(=O)Nc2c(C)n(C)n(-c3ccccc3)c2=O)cc1[N+](=O)[O-],6,-4,103,-0.1,12,-39,-6,-3,0,0
CSc1ccccc1OCc1cc(C(=O)N2CCc3sccc3C2)no1,-6,-2,94,-1.0,17,24,-4,-2,-2,4
COc1cc(O)ccc1C=O,-1,1,94,-0.9,2,-5,-3,-7,-3,2
Cc1cccc(N2CCN(C(=O)Cn3nc(Cc4ccncc4)c4ccccc4c3=O)CC2)c1C,4,-5,98,0.2,10,14,2,17,-9,4
COc1ccc(-c2nnn3c2nc(NCc2ccccc2)c2ccccc23)cc1,-14,-1,104,0.1,-57,-2,5,-4,-6,19
CC(=O)c1ccccc1OCc1ccc(C(=O)c2ccccc2)cc1,5,-7,94,-0.3,-5,21,0,-6,-13,-5
CCC(=O)N(Cc1c(C)nn(-c2ccccc2)c1Cl)c1ccc(Cl)cc1,2,0,95,0.8,6,9,-9,4,-1,-2
COc1cc(N2CCCC2)c(OC)cc1/C=C(/C#N)c1ccc(F)cc1,-6,2,197,-2.3,4,-18,-1,2,-16,-3
C[C@H]1CN([C@@H](C)CO)C(=O)c2cc(Br)cnc2O[C@H]1CN(C)C(=O)Cc1ccccn1,-3,5,98,2.0,15,4,-6,4,-9,-1
c1coc(CSSCc2ccco2)c1,-13,0,104,-1.1,-8,-16,-4,-5,0,6
CC(C)CS(=O)(=O)C1=NN2C(=N)/C(=C\c3ccc(OC(=O)c4ccco4)cc3)C(=O)N=C2S1,-10,1,98,-3.4,6,-21,-4,2,3,4
Cc1cc(OCCCn2ccnc2)cc(C(C)C)c1,-5,0,98,-0.2,8,18,5,-1,9,5
O=C(O)c1ccc2cccc(Cl)c2c1O,0,1,99,4.2,11,-18,-12,-4,-7,1
O=C(Cc1ccc(-n2c(=O)c3sccc3n(Cc3ccc(F)cc3)c2=O)cc1)NCc1ccco1,-6,7,100,1.0,15,-4,-4,6,4,1
C=C(C)C1CC=C(C)/C(=N/Nc2ccccc2[N+](=O)[O-])C1 (configuration not stated),-3,5,110,-0.4,13,-5,-2,3,-1,4
O=C(CCCC(=O)OCC(=O)c1ccc(Cl)cc1Cl)Nc1cc(C(F)(F)F)ccc1Cl,1,-2,94,-0.7,-3,-12,4,-7,-18,2
O=C(Cn1cc(C(=O)c2cccs2)c2ccccc21)NCc1cccs1,5,-1,99,-2.2,-1,-10,-9,5,15,1
Cc1onc(-c2c(F)cccc2Cl)c1C(=O)NCc1ccccc1,0,0,102,-2.0,4,21,-1,1,2,0
Cc1ccc(C)c(SCC(=O)Nc2cccc(S(=O)(=O)NC3=NCCCCC3)c2)c1,9,1,90,2.5,-1,-14,7,-1,-6,-2
COc1ccc(/C=N/NC(=O)c2ccn[nH]2)cc1Cn1cc([N+](=O)[O-])cn1,-1,-2,98,-1.8,0,-10,-6,-7,-6,1
CCOC(CNC(=O)c1ccc2c(c1)ncn2-c1ccc(F)c(F)c1)OCC,-6,-1,98,-2.6,-6,4,-15,-1,-2,0
O=C(NCCN1CCOCC1)/C(=C/c1ccccc1)NC(=O)c1ccccc1,3,-8,100,0.2,15,-34,-1,2,1,1
COc1ccccc1NC(=O)/C(C#N)=C/c1c(C)nn(-c2ccc(F)cc2)c1Cl,-6,0,92,-0.1,1,-14,-8,4,-7,5
CCN1C(=O)C2(C(C#N)=C(N)Oc3n[nH]c(-c4ccc(Cl)cc4)c32)c2ccccc21 (configuration not stated),-2,1,96,-0.6,10,5,-7,-7,-4,-3
C[C@H](NC(=O)c1nc[nH]c1C(=O)N[C@@H](C)c1ccccc1)C(=O)OC(C)(C)C,5,0,101,2.1,5,-14,-6,9,2,-1
O=C(COc1ccc(=O)n(-c2ccccc2)n1)Nc1ccccc1,-9,10,99,0.0,16,24,1,-7,5,2
O=C(O)c1cccnc1-c1ncccc1C(=O)O,3,0,97,2.3,4,13,1,2,-3,1
Cc1ccc(CN(C(=O)c2ccco2)C(C(=O)NC2CCCC2)c2cccnc2)cc1 (configuration not stated),4,1,100,-2.3,-2,11,-1,2,11,1
O=C(NCc1ccccc1)c1ccc(N2CCC3(CC2)CC(c2ccc(Cl)cc2)=NO3)c([N+](=O)[O-])c1,-2,-1,94,-2.5,0,15,-4,-4,-6,-3
CCCCn1c(N)c(N(CC)C(=O)c2cccs2)c(=O)[nH]c1=O,-4,9,96,-0.6,6,-2,4,12,-2,0
COc1cc(CNCCO)ccc1OCC(=O)Nc1ccc(Br)cc1,4,-4,96,-2.0,6,-34,1,4,11,-3
CCCCOCCCNc1ncnc2c1[nH]c1ccccc12,9,-2,97,-1.6,0,-15,3,-2,-21,1
O=C(COC(=O)C1CC2CCCC(C1)C2=O)NC(=O)c1ccccc1 (configuration not stated),-12,-2,98,-1.3,-1,-17,-6,-3,4,-1
O=C(Nc1ccccc1Cl)c1cc(C2CCCN(S(=O)(=O)c3cccs3)C2)on1 (configuration not stated),-3,4,107,0.0,18,-5,.,-2,-10,3
Cc1ccc(Oc2ncnc3sccc23)cc1,-3,0,104,-0.6,5,-29,1,5,5,-4
O=C(COc1ncnc2c(Cl)cc(Cl)cc12)NC1CCCCCC1,-4,1,89,-1.9,15,-48,7,-3,4,0
Cc1cc(S(=O)(=O)N(Cc2ccccn2)Cc2ccco2)ccc1-n1cnnn1,0,-7,99,1.0,-5,8,0,4,2,-2
Cc1ccc(NC(=O)c2cc3ccccc3o2)cc1S(=O)(=O)N(C)C,-4,-2,108,-2.1,8,-87,8,-8,-20,-1
COC(=O)c1c(NC(=O)Cc2cccs2)sc2c1CCC(C)C2 (configuration not stated),-2,-1,97,0.8,-3,1,-3,-6,-14,2

# High-throughput results: PubChem BioAssay, several laboratories

# An excerpt; count on the stated rates, not on these rows.
